RECQ1 inh: blocks DNA unwinding by human RECQ1. P46063. RECQ1 DNA unwinding, red fluorescence kinetic read. Potency, µM (series often up to 57.3 µM), inactives show at the highest dose activity, negative = inhibition, most hits filed as inhibitors. actives 0.54% (n = 240,000);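 also: plate controls were vehicle for no effect and no enzyme for full effect; nearly all actives have a fitted effect of over 30% in size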
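50 nM RECQ1T1 preincubated 15 min with compound in Tris pH 8.0 buffer with MgCl2, DTT, Tween-20 and 2.5 ug/ml poly(dI-dC); started with 200 nM TAMRA/BHQ-2 forked duplex and 2 mM ATP. Unwinding read as fluorescence (525/598 nm), two reads 2 h apart.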
SMN2 splice enh: increases expression of the SMN2 splice variant; Potency, µM (top dose mostly 46.1 µM), without a hit: at the highest dose activity change, positive = activation, hits mostly activators; actives 2.8% (n = 210,000); HEK293 SMN2-luciferase splicing reporter, luminescence, 30-36 h; also: % of control where 0% means no effect; nearly all actives have a fitted effect of over 55% in size
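qHTS luciferase splicing reporter: luminescence rises when SMN2 exon 7 is included in transfected HEK293 cells. Compound exposure lasted 30-36 h at 37C, with 4.5 mM final sodium butyrate as control, followed by a ONE-Glo read.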
JMJD2E inh: JMJD2E (human) inhibition | Potency, µM (doses to about 57.1 µM), for the others: at the top dose activity change, negative = inhibition, usual class: inhibitors | B2RXH2 | actives 1.6% (n = 230,000) | JMJD2E catalytic domain, FDH-coupled NADH fluorescence (FDH is formaldehyde dehydrogenase); active = well fitted inhibition curve with a large enough effect, not every such curve was filed as active; inconclusive = small, poorly fitted or top-dose-only effect, or another doubt; inactive = no such curve, though single readings can be large or run the other way;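 also: 0% = wells with enzyme and -100% = buffer wells without enzyme; nearly all actives have a fitted effect of over 50% in size; many of its hits are not listed in these tables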
Target sequence (B2RXH2 1-337 limits assumed): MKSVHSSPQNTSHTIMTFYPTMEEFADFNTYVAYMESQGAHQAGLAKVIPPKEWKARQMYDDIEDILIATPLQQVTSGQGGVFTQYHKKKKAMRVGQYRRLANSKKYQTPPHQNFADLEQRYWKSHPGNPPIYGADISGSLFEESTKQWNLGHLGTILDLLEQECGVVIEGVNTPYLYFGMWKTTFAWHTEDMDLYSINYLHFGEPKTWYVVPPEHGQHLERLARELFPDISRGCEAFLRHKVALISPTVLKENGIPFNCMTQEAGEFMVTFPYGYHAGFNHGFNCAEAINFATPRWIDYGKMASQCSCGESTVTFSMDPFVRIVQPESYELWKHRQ
KinaseGlo FLuc: blocks Kinase-Glo luciferase, a counter-screen artifact | actives 0.28% (n = 200,000) | Kinase-Glo luciferase, ATP luminescence, 8 min | Potency, µM (doses to about 38.3 µM), for the others: at the highest dose activity change, negative = inhibition, actives largely listed as inhibitors | Q27757; also: % is scaled to controls: 0 for no effect and ±100 for the full control effect; nearly all actives have a fitted effect of over 60% in size
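Light output from Kinase-Glo luciferase with luciferin and 10 uM ATP in 50 mM imidazole pH 7.2, KCl, MgCl2, Tween 20, BSA; compound pin-delivered, 8-min ambient incubation, then luminescence read.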
LMNA splice mod: LMNA splicing modulation | HeLa LMNA splicing GFP/RFP minigene ratio, 48 h | Potency, µM (titrated, usually from 46.1 µM), without a hit: at the highest dose ratio change, negative = inhibition, hits mostly inhibitors | actives 0.01% (n = 200,000); active = well fitted inhibition curve with a large enough effect in the signal ratio, with a control signal flat, not every such curve was filed as active; inconclusive = small, poorly fitted or top-dose-only effect, or effect the other way, or a change in a side signal; the % refers to the signal ratio; also: % is scaled to controls: 0 for no effect and ±100 for the full control effect
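Read-out is the ratio of GFP to DsRed2 object intensity, acquired by 488 nm laser-scanning cytometry on HeLa lamin A-EGFP minigene reporter cells. Compound incubation 48 hrs at 37 °C in Opti-MEM with 2% FBS; DMSO 0.5% final.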
L3MBTL1 block: inhibitors of human L3MBTL1 | actives 0.66% (n = 230,000) | AlphaScreen L3MBTL1–H3K9me1 peptide binding | Q9Y468 | Potency, µM (titrated, usually from 57.1 µM), without a hit: at the highest dose activity, negative = inhibition, hits mostly inhibitors | AID 485360; also: % is scaled to controls: 0 for no effect and ±100 for the full control effect; nearly all actives have a fitted effect of over 60% in size
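L3MBTL1 (50 nM) pre-complexed 30 min with biotinylated H3(1-15)K9me1 peptide (75 nM), then compounds added for 30 min at room temperature; AlphaScreen streptavidin donor/nickel chelate acceptor beads (10 ug/mL final) read after 30 min dark incubation.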
Tau fibril ThT: inhibitors of human tau fibril formation, thioflavin T binding. P10636. recombinant tau K18 P301L, heparin-induced fibrillization, ThT fluorescence. Potency, µM (highest dose often 57.4 µM), inactives show at the highest dose activity, negative = inhibition, hits mostly inhibitors. actives 2.1% (n = 270,000). AID 1460; also: % is scaled to controls: 0 for no effect and ±100 for the full control effect; nearly all actives have a fitted effect of over 55% in size
Target sequence (P10636 561-689 P618L limits assumed): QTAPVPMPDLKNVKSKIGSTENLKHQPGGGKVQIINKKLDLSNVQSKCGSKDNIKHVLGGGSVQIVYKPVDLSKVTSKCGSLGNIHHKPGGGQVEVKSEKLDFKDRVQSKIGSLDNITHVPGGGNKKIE
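ThT emission at 510 nm, taken 1 hr after adding 30 uM dye, quantifies aggregates formed when 20 uM heparin acts on human tau K18 P301L for 6 hr at 37 C.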
ALDH1A1 block: ALDH1A1 (human) enzyme inhibition; P00352; Purified ALDH1A1, NADH fluorescence, propionaldehyde substrate; Potency, µM (series often up to 75.3 µM), for inactives: top-dose activity, negative = inhibition, usual class: inhibitors; actives 7.3% (n = 220,000); active = well fitted inhibition curve with a large enough effect, not every such curve was filed as active; inconclusive = small, poorly fitted or top-dose-only effect, or another doubt; inactive = no such curve, though single readings can be large or run the other way;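 also: plate controls were no enzyme wells and a reference inhibitor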
Target sequence (P00352 whole entry, looked up): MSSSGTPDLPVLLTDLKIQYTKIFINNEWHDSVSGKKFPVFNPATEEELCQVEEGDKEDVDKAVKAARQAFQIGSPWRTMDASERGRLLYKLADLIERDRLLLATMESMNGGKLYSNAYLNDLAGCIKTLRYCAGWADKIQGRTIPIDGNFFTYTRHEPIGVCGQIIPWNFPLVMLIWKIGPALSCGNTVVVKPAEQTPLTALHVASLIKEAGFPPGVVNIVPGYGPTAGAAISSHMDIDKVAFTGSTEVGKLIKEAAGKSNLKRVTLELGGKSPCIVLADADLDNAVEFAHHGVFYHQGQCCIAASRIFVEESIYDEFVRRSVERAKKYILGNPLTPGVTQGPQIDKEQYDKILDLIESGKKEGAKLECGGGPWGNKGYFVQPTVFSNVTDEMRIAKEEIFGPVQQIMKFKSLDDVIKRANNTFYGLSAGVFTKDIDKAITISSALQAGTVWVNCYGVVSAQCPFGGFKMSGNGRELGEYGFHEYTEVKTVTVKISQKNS
An asterisk follows results filed as active; i = inactive; ? = inconclusive; / = not tested or not shown; & = joins results of further samples; [ ] = another dose, or the depositor's remark. Unless noted, calls follow the shape of the dose curve; as a rule, active = well fitted curve in the direction sought with a large enough effect; inconclusive = small, poorly fitted or top-dose-only effect, or another doubt; inactive = no such curve, though single readings can be large; an effect the other way counts as inactive or inconclusive. Potency is read from the fitted curve at half-maximal effect. This is a subset, so the mix of outcomes need not match the whole.

SMILES	RECQ1 inh	SMN2 splice enh	JMJD2E inh	KinaseGlo FLuc	LMNA splice mod	L3MBTL1 block	Tau fibril ThT	ALDH1A1 block
CCOC(=O)/C(C#N)=C1/C=CN(c2ccccc2)C=N1	-12%	-1%	-2%	-2%	15%	0%	-4%	?
CCc1n[nH]c2c1/C(=N\O)CC(C)(C)C2	-1%	4%	-8%	-5%	-3%	1%	-3%	2%
Cc1ccc(C)c(NC(=O)CCC(=O)N/N=C/c2ccc[nH]2)c1	-1%	?	-2%	-3%	3%	-5%	-12%	0%
CN(C)CC1CCCCC1OC(=O)c1ccc(Cl)cc1Cl (stereo not given)	-4%	3%	-2%	2%	?	-9%	-7%	6%
Cc1cc(C(=O)CN2C(=O)NC(c3ccccc3)(c3ccccc3)C2=O)c(C)n1Cc1ccco1	-20%	?	-13%	1%	9%	-29%	-3%	-13%
CCC(C(=O)OCC(=O)Nc1ccc(C(=O)Nc2ccc(OC)cc2)cc1)c1ccccc1 (stereo not given)	i	14%	-14%	2%	-1%	5%	-6%	3%
Cn1nccc1NS(=O)(=O)c1ccc(NC(=O)C(F)(F)F)cc1	-5%	/	-5%	/	/	11%	-3%	/
CC(C)c1ccc(C2NC(C(=O)O)CS2)cc1 (stereo not given)	-14%	5%	-8%	-2%	-6%	/	-16%	?
CCCN(CC1CC1)C(=O)COc1ccccc1C(=O)NCc1ccccc1	i	1%	-15%	-5%	-2%	/	-7%	2%
CCNC(=S)SCCOc1ccc(C)cc1	-5%	-4%[1.84 µM]	0%	0%	-12%	42%[activator]	-16%	7%
N=C1SCC(=O)N1c1ncc(Cc2cccc(Cl)c2)s1	16%	-6%	6%	-1%	?	15%	-13%	4%
Cc1onc(-c2ccccc2Cl)c1C(=O)NCc1ccccn1	i	-2%	11%	-2%	-4%	-15%[11.4 µM]	-2%	11%
Cc1nc(-c2cccc(NS(=O)(=O)c3ccccc3)c2)cs1	28%	-11%	-12%	-7%	-1%	/	7%	14µM*
Cc1cccc(NC(=S)NCCc2ccccc2)n1	i	3%	?	3%	?	-4%[11.4 µM]	-4%	?
O=C(NCCCNc1ccc([N+](=O)[O-])cc1Cl)c1ccccc1F	-2%	-30%[inhibitor]	3%	0%	/	/	?	16µM*
O=c1c2ccccc2ncn1Cc1ccccc1	i	/	-13%	/	/	-1%	-8%	6%
Cc1nc(SCC#N)c2c3c(sc2n1)CCC3	i	7%	-4%	2%	-17%	/	-5%	6%
CO[C@H]1C[C@@H]2CC[C@@H](C)[C@@](O)(O2)C(=O)C(=O)N2CCCC[C@H]2C(=O)O[C@H](C(C)C[C@H]2CC[C@@H](O)[C@H](OC)C2)CC(=O)[C@H](C)/C=C(\C)[C@@H](O)[C@@H](OC)C(=O)[C@H](C)C[C@H](C)/C=C/C=C/C=C/1C (stereo not given in full)	-10%	-9%	/	/	/	/	?	-6%
CCCc1cc(-n2cnc3ccccc32)n2c(nc3ccccc32)c1C#N	-13%	-29%	-4%	-3%	7%	/	-10%	8%
S=C1SCN(CCN2CCOCC2)CN1Cc1ccccc1	-8%	-15%	0%	8%	19%	8%	-7%	-6%
COc1ccc(C)cc1S(=O)(=O)N1CCN(S(=O)(=O)c2cc(C)ccc2OC)C(C)C1 (stereo not given)	-2%	-7%	-4%	0%	-9%	0%	-13%	0%
COc1ccc(COCCN2CCN(S(=O)(=O)c3ccc(C)cc3)CCC2=O)cc1	-4%[81.1 µM]	-56%[inhibitor]	5%	0%[39.9 µM]	?	5%	-5%[81.4 µM]	?
CCOC(=O)C1CCN(C(=O)c2n[nH]c(=O)c3ccccc23)CC1	2%	-2%	7%	-1%	?	-6%	0%	20%
CC(C)(C)CC(=O)Nc1nnc(-c2cccs2)s1	6%	13µM*	?	3%	-7%	-3%	-15%	?
O=c1[nH]c(CSc2nnc(NCCCN3CCOCC3)s2)nc2cc(Cl)ccc12	i	-3%	-1%	0%	4%	8%	-2%	0%
O=C(CSc1nc2ccccc2c(=O)n1CCC(=O)N1CCCCC1)NCc1ccccc1	-3%	-10%	2%	-3%	-3%	-3%	-9%	8.9µM*
CCc1cc(C(N)=S)ccn1	0%	-3%	3%	-1%	?	-1%	-2%&-11%	5%
COc1ccc2c(c1)O[C@H](c1ccc3c(c1)OCO3)[C@@H](OC(=O)NCCc1ccc(OC)c(OC)c1)C2=O	-6%	-8%	-5%	2%	/	/	-7%	4%
CCCc1cc(=O)oc2cc(C)cc(OC(=O)c3ccco3)c12	-13%	-66%[inhibitor]	-17%	1%	?	4%[11.4 µM]	-2%	2.2µM*
Cc1ccc(N2C(=O)C3C4C=CC(CNC(=S)N5CCN(c6cccc(C)c6)C(C)C5)(O4)C3C2=O)cc1 (stereo not given)	-11%	-15%	6%	2%	?	/	-17%	1.6µM*
O=C(Oc1cccnc1)c1ccco1	i	-10%	-2%	14%	-5%	5%	6%	13%
N#CC1=C(N)OC2=C(C(=O)CCC2)C1CCc1ccccc1 (stereo not given)	-5%	-17%	-9%	-1%	3%	/	-12%	?
COc1ccccc1-c1nc(-c2ccc(C)nc2OC)no1	-1%	13µM*	?	-4%	-12%	8%	-13%	?
Cc1ccc(N(CC(=O)NCc2ccc3c(c2)OCO3)S(=O)(=O)c2c(C)noc2C)cc1	-8%	4%	-6%	17%	13%	/	-9%	-15%
Cn1cc(P(=S)(N2CCOCC2)N2CCOCC2)cc1P(=S)(N1CCOCC1)N1CCOCC1	i	-4%	-10%	2%	7%[46 µM]	-3%	-8%	-12%
Cc1ccc(C)c(OCCCC(=O)Nc2ccc(N3CCOCC3)cc2)c1	-2%	-16%	?	-1%	-12%	?	?	-7%
C=C(N(C)C)[C@]1(C)C[C@H]1[C@H](NC(=O)CNC(=O)OCc1ccccc1)c1ccccc1	i	-23%	6%	-4%	/	/	-13%	-4%
COc1ccc(NC(=S)N(CCCN2CCOCC2)Cc2ccccn2)cc1	-5%	-3%	11%	-1%	/	/	2%	2%
CC1(C)Cc2nc3sc4c(N(CCO)CCO)nnnc4c3cc2CO1	-9%	1%	?	-2%	?	21%	-2%	?
CN(C)c1nc(NCc2ccccc2)nc(SCC(=O)Nc2ccc(Cl)c(Cl)c2)n1	-25%	-19%	-5%	1%	10%	5%	3%	-6%
CC1=CS(=O)(=O)CC1Sc1ncn[nH]1 (stereo not given)	-1%	5%	-10%	3%	-5%	19%	5%	-1%
Cc1cccc(-n2c(-c3ccncc3)n[nH]c2=S)c1C	i	4%	7%	0%	18%[46 µM]	4%	-6%	?
O=S(=O)(NCCc1csc(-c2cccnc2)n1)c1ccc2c(c1)OCCO2	-7%	-9%	-29%	1%	-15%	0%	-4%	-2%
CN(C)c1ncnc2ccc(-c3ccccc3C#N)cc12	-2%	-22%	-10%	-1%	-9%	/	4%	?
COc1cc(OC)c(NC(=O)c2c(-c3ccccc3)noc2C)cc1Cl	i	-21%	?	0%	7%	6%	-2%	?
Cc1cc(NC(=O)C2CCN(S(=O)(=O)Cc3ccccc3)CC2)ccc1-n1cnnn1	-2%	-30%[inhibitor]	-5%	1%	?	-5%	-14%	-16%
CCOc1cc2oc(=O)c3c(c2cc1Cl)CCC3	-11%	5%	?	-5%	7%	-2%	-10%	?
CCC(=O)NCCc1nc2ccccc2n1Cc1ccccc1	-2%	10%	1%	0%	-5%	2%	-5%	-3%
CC1CC(CC(=O)NNc2nc(-c3ccccc3)cs2)C(=O)O1 (stereo not given)	-13%	10%	8%	0%	3%[46 µM]	/	-14%	-4%
CCOc1ccc(OCC)c(NC(=O)CCSCCc2ccccn2)c1	-4%	/	5%	/	/	/	-9%	4%
CN(C)c1nc(N)c([N+](=O)[O-])c(NCCO)n1	i	?	7%	0%	3%	15%	2%	16%
CC(C)N(C(=O)COC(=O)c1ccccc1C(=O)N1CCN(c2ccc(F)cc2)CC1)C(C)C	-2%	-22%	4%	-3%	9%	-6%	-3%	-5%
N/C(=N\OC(=O)CCC1CCCC1)c1cccc([N+](=O)[O-])c1	0%	/	1%	/	-11%	-2%	-7%	-2%
CCc1nc(N2CCN(c3nc(C)cc(C)n3)CC2)c2oc3ccccc3c2n1	12%	-12%	3%	-3%	7%	/	?	12%
COC(=O)c1ccnc(/C=N/O)c1	1%	10%	?	-1%	-16%	?	3%	-2%
COc1ccc(C(=O)C(CN2CCCC2)c2ccccc2)cc1 (stereo not given)	-12%	-76%[inhibitor]	-5%	-2%	?	0%	-13%	25µM*
CCOc1cc(C)nc(N2CCC(C(=O)Nc3ccccc3OCC)CC2)n1	i	-8%	-9%	2%	?	0%	-8%	-8%
COc1ccc(NC(=O)CN(C)CC(=O)Nc2cccc(C(F)(F)F)c2)cc1	-14%	-12%	4%	-1%	15%[46 µM]	-19%	-6%	-10%
c1ccc([C@H]2CC3C[C@@H](c4ccccc4)N2O3)cc1	-11%	-11%	2%	-2%	2%	7%	12%	-12%
O=S(=O)(NCc1ccccc1F)c1cccc(S(=O)(=O)N2CCOCC2)c1	-1%	/	?	-2%	16%[46 µM]	0%	3%	15%
COc1ccc(S(=O)(=O)NC(C)C(=O)Nc2cccc(C(C)=O)c2)cc1 (stereo not given)	-1%	?	8%	0%	2%	-3%	-11%	-13%

Reprinted at random: three records from the list, in no set order.
SMILES	RECQ1 inh	SMN2 splice enh	JMJD2E inh	KinaseGlo FLuc	LMNA splice mod	L3MBTL1 block	Tau fibril ThT	ALDH1A1 block
CCOc1cc(C)nc(N2CCC(C(=O)Nc3ccccc3OCC)CC2)n1	i	-8%	-9%	2%	?	0%	-8%	-8%
CC1CC(CC(=O)NNc2nc(-c3ccccc3)cs2)C(=O)O1 (stereo not given)	-13%	10%	8%	0%	3%[46 µM]	/	-14%	-4%
Cc1cccc(-n2c(-c3ccncc3)n[nH]c2=S)c1C	i	4%	7%	0%	18%[46 µM]	4%	-6%	?

Source: PubChem
